Source: PubChem BioAssay
C2C12 statin: suppressors of simvastatin-induced myotoxicity in C2C12 myotubes; ATP luminescence, 48 h; scaled: DMSO 0, geranylgeraniol control 100; rescue of ATP level, % at 7.49 µM; hit rate 0.78% among 330,000; AID 602340;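 active = mean ATP rescue above about 67%, or every replicate alone reaching that limit, limit read from the data, passing the limit was not always enough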;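 note: myotubes were challenged with 10 µM simvastatin during compound exposure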
miR-122 sensor: inhibitors of miR-122 in Huh7 cells; Huh7 miR-122 Renilla luciferase sensor, 48 h; neutral wells = 0, positive control = 100; activation (reporter increase), % at 12.5 µM; AID 602342; hit rate 0.3% among 340,000;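 active = mean replicate activation score at least 90 and every replicate individually at or above 90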;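 note: higher luciferase means less miR-122 activity so hits act as miR-122 inhibitors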
FN deposition inh: fibronectin deposition inhibition; AH1F fibroblasts, Alexa488-fibronectin deposition fluorescence, overnight; hit rate 0.086% among 350,000; AID 743247; inhibition, % at 12.6 µM;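 active = mean inhibition across replicates of 30% or more, regardless of how many single replicates reach that level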;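 note: positive control wells lacked labelled fibronectin entirely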
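Test system: AH1F fibroblast monolayer depositing Alexa488-labelled fibronectin into matrix. Input: 10000 cells per well. Technique: fluorescence, ex 485 nm, em 525 nm. Buffer or medium: DMEM plus 2% serum, read in PBS. Timing: 1 h cell adhesion before compound, then overnight fibronectin incubation. Compound: single dose, pinned. Read-out basis: inhibition from reduced deposited-fibronectin fluorescence.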
CFTR F508del cor: CFTR F508del correction in bronchial cells; CFBE cells, YFP halide quenching; stimulated with forskolin plus potentiator P3; % fluorescence drop versus neutral controls; activity (quench increase), % at 7.58 µM; hit rate 0.36% among 350,000;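 active = mean added fluorescence quench of at least 8% versus neutral control, with both replicates also reaching 8%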;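 note: cells transiently co-express mutant CFTR-F508del with the halide-sensitive YFP; corrector assay measuring rescue of mutant channel to the surface after 24 h compound exposure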
PglD inh: PglD (C. jejuni) enzyme inhibition | hit rate 0.098% among 360,000 | purified PglD enzyme, DTNB colorimetric CoA detection | inhibition, % at 12.5 µM; in the data active = inhibition above about 16%, passing the limit was not always enough; note: strong numbers were not always called active
Cneo AK release: causes C. neoformans cell lysis | hit rate 0.2% among 360,000 | lysis activity, % at 15 µM | AID 651654 | adenylate kinase release luminescence, 4 h; normalised: neutral wells 0, clomiphene wells 100;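 active = mean lysis activity across replicates of at least 80%, whatever share of replicates individually reach that level; inactive = mean lysis activity below 80%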
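Material: C. neoformans cells; Schedule: 4 h static compound exposure, 37 °C, read 1 h post-reagent; Measured by: adenylate kinase release luminescence; Read-out: signal increase indicating cell lysis; Controls: Clomiphene as positive lysis control.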
PGC1a acetyl inh: modulators of PGC1a acetylation | hit rate 0.17% among 350,000 | AID 651687 | inhibition, % at 15.6 µM | U2OS PGC1a acetylation, AlphaScreen anti-acetyl-lysine; with virally co-expressed GCN5 acetyltransferase;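 active = every replicate shows inhibition of at least 40%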;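 note: 0% = neutral control wells and 100% = positive control wells; some results beyond the cut were filed as inactive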
GSIS activator: primary screen for activators of insulin secretion dependent on glucose, INS-1E cells, GLuc reporter luminescence; INS-1E GLuc reporter insulin secretion, 2-3 h; activation, % at 16.6 µM; hit rate 0.61% among 370,000;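 active = lowest replicate activation of at least 40%, so every replicate reaches that level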;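 note: 0% = median of neutral control wells and 100% = median of IBMX positive control wells; some compounds called inactive have numbers as strong as hits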
* hit, by the source's call; · = no result given; & = joins results of further samples; [ ] = dose if it differs, or a comment.

SMILES	C2C12 statin	miR-122 sensor	FN deposition inh	CFTR F508del cor	PglD inh	Cneo AK release	PGC1a acetyl inh	GSIS activator
O=C(O)C1CCC(C(=O)O)O1 (stereo unspecified)	0	·	2	-2.0	0	0	-3	-5
CCN(C(=O)COC(=O)c1ccc([N+](=O)[O-])o1)C1CCCCC1	-5	-9	-8	4.7	-5	5	-3	-10
CN(C)c1cccc(CNC(=O)c2ccc3sc([C@H]4C[C@H](O)[C@@H](CO)O4)nc3c2)c1	3	4	-6	-0.4	·	2	-12	12
CCC(=O)NCC(c1cccs1)N1CCOCC1 (stereo unspecified)	-10	-10	·	-0.2	1	-1	-6	3
CCC(C)NC(=O)C1CCN(S(=O)(=O)CC)CC1 (stereo unspecified)	-17	·	·	1.4	2	-1	-2	20
CN1C(=O)c2cc(NC(=O)NCc3ccccc3)ccc2OC[C@H]2O[C@@H](CC(=O)NCC3CCCCC3)CC[C@@H]21	14	-4[16.7 µM]	-8	-1.0	2	1	-14	-10
C[C@@H]1CCCCO[C@@H](CN(C)Cc2ccc3c(c2)OCO3)[C@H](C)CN([C@@H](C)CO)C(=O)c2cc(NC(=O)Nc3ccc(F)cc3)ccc2O1	-70	-3[16.7 µM]	·	-0.1	56	7	4	-23
C=CCc1cc(/C=N/n2cnnc2)cc(OCC)c1O	1	0	-3	·	-3	1	-1	·
C[C@@H](NC(=O)C[C@H]1C[C@@H]2c3cc(NC(=O)c4ccc5c(c4)OCO5)ccc3O[C@@H]2[C@H](CO)O1)c1ccccc1	-2	-2[16.7 µM]	·	0.1	-3	·	1	-28
Cc1cccc(OC(=O)c2sc(Cl)nc2C)c1	·	-3	·	·	-3	-1	4	16
N#Cc1ccc(NC(=S)N2CCC3CC2c2cc(-c4ccc5c(c4)OCO5)ccc23)cc1 (stereo unspecified)	4	110*	-14	-1.5	-1	-2	-14	-44
O=C(Nc1cccnc1)C1COc2ccccc2O1 (stereo unspecified)	15	27	·	·	-7	-1	44	·
C[C@@H]1CN([C@@H](C)CO)C(=O)CCCn2cc(nn2)CO[C@@H]1CN(C)C(=O)Nc1cccc(C(F)(F)F)c1	-2	1[16.7 µM]	-1	1.7	·	·	-4	2
CCCCC(=O)Nc1c(O)c2ccccc2[nH]c1=O	7	-3	·	·	2	-2	3	3
CC(C)CCn1c(=S)[nH]c2ncccc2c1=O	-6	2	-2	·	1	1	3	·

Exported with values under each structure: part of the list above.
Values in the order – C2C12 statin	miR-122 sensor	FN deposition inh	CFTR F508del cor	PglD inh	Cneo AK release	PGC1a acetyl inh	GSIS activator
N#Cc1ccc(NC(=S)N2CCC3CC2c2cc(-c4ccc5c(c4)OCO5)ccc23)cc1 (stereo unspecified)
  4	110*	-14	-1.5	-1	-2	-14	-44
O=C(Nc1cccnc1)C1COc2ccccc2O1 (stereo unspecified)
  15	27	·	·	-7	-1	44	·

(continued)
SMILES	C2C12 statin	miR-122 sensor	FN deposition inh	CFTR F508del cor	PglD inh	Cneo AK release	PGC1a acetyl inh	GSIS activator
Cc1ccc(-c2ccc3c(c2)O[C@H](CN(C)C(=O)Nc2ccc(C(F)(F)F)cc2)[C@H](C)CN([C@@H](C)CO)S3(=O)=O)cc1	·	-8[16.7 µM]	15	8.6*	3	-2	10	-10
COCC(=O)Nc1ccc2c(c1)C(=O)N(C)[C@@H]1CC[C@@H](CC(=O)NCc3ccccc3F)O[C@@H]1CO2	-9	0[16.7 µM]	4	-0.6	1	4	-3	4
CC(=O)/C(=N/Nc1cccc(Cl)c1)Sc1nnc(C(O)c2ccccc2)n1-c1ccccc1 (stereo unspecified)	-6	6	-4	2.8	4	1	2	3
O=C(Nc1ccc2cn[nH]c2c1)c1c(Cl)cccc1Cl	·	-1	·	·	10	7	-2	0
O=C1NC(=S)N/C1=C\c1cccc([N+](=O)[O-])c1	10	-3	·	·	1	-1	8	18
C[C@H]1O[C@H](O[C@H]2[C@H](O[C@@H]3CC[C@@]4(C)C(CC[C@]5(C)C4CC=C4[C@@H]6CC(C)(C)CC[C@]6(C(=O)O[C@@H]6O[C@H](CO)[C@@H](O)[C@H](O)[C@H]6O)CC[C@]45C)C3(C)C)O[C@H](C(=O)O)[C@@H](O)[C@@H]2O)[C@@H](O)[C@@H](O)[C@@H]1O (stereo partly specified)	-6	0	·	3.4	2	-1	32	·
Cc1noc(C)c1NC(=O)Nc1cccc2c1O[C@@H](CN(C)C(=O)Nc1c(C)noc1C)[C@@H](C)CN([C@@H](C)CO)C2=O	-7	1[16.7 µM]	·	-1.5	-1	-2	5	23
CN(C(=O)c1ccccc1C(=O)OCC(=O)Nc1cccc(Br)c1)c1ccccc1	-5	-2	-30	-1.4	1	-1	-4	-60
COc1cccc(CN2[C@H](CO)[C@@H](c3ccccc3)C23CN(C(=O)C2CCCCC2)C3)c1	·	·	-5	0.2	·	·	2	-9
COc1ccc2c(c1)C(C)CC(C)(C)N2C(=O)CSc1ncn[nH]1 (stereo unspecified)	7	-4	·	·	-2	4	-2	·
CC1CCN(c2nc3c(c(=O)n(C)c(=O)n3C)n2CCSc2ncccn2)CC1	-7	-3	0	-1.4	-5	1	7	-2
CCOC(=O)COn1c(=O)c(-c2cc3ccccc3o2)[n+]([O-])c2ccccc21	4	6	9	·	·	·	15	·
Cc1cc(C)nc(N2CCC(C(=O)NC3CCCc4ccccc43)CC2)n1 (stereo unspecified)	9	1	3	·	-4	-4	8	7
Cc1ccc2c(c1)C(=O)CC(c1ccc3c(c1)OCCO3)O2 (stereo unspecified)	-3	9	-4	1.3	0	-10	-1	1
O=C(NCC[C@@H]1CC[C@@H](NS(=O)(=O)c2ccccc2)[C@H](CO)O1)c1ccc2c(c1)OCO2	1	·	·	3.1	1	1	-4	-6
Cc1cccc(CSc2nnc(-c3cnccn3)n2C)c1	·	·	4	0.9	1	-1	4	11
CCOC(=O)c1c(N)sc2c(OC)c(Br)ccc12	-39	4	13	·	-1	-2	-51	·
CCCCCC(=O)Nc1cc2[nH]c(=O)cc(COC)c2cc1C	-9	-7	-7	·	-5	13	6	8
Cc1ccc(/C=C/C(=O)c2c(C)nc3ccccn23)cc1	·	2	·	·	2	-6	8	·
c1ccc(-n2ncc3c(N4CCN(CCOc5cccc6ccccc56)CC4)ncnc32)cc1	6	8	3	·	4	2	5	·
O=C(O)CNS(=O)(=O)c1ccc2c(c1)C(=O)c1cc(S(=O)(=O)NCC(=O)O)ccc1-2	-7	·	6	-0.6	6	0	·	11
COc1ccc(-c2ccc3c(c2)C2CC3CCN2C(=O)C2CCCCC2)cc1 (stereo unspecified)	1	7	-2	-5.3	2	-1	-35	-13
CCOC(=O)c1cc2ccc(OC)cc2oc1=O	-11	-2	-12	·	-1	-2	-2	·
Cc1ccc(NC(=O)Cn2c3ccc(F)cc3c3nc4n(c(=O)c32)CCS4)cc1F	5	-13	6	0.4	-2	-7	0	-1
C[C@@H]1CN([C@H](C)CO)C(=O)c2cccc(NS(=O)(=O)c3cccs3)c2O[C@H]1CN(C)C(=O)Nc1cccc2ccccc12	38	-2[16.7 µM]	-9	-2.8	-2	-2	5	-7
O=C(c1ccccc1)c1ccccc1C(=O)c1ccccc1	11	-4	7	1.3&-0.7	8&-4	-3&-1	-13&16	-3&2
NS(=O)(=O)c1cccc(NC(=O)COC(=O)c2cc([N+](=O)[O-])ccc2N2CCCC2)c1	2	-4	5	-1.2	-1	0	19	1
C[C@@H]1CN([C@@H](C)CO)S(=O)(=O)c2ccc(-c3cncnc3)cc2O[C@@H]1CN(C)C(=O)CC1CC1	-10	-8[16.7 µM]	-6	-0.1	-1	2	-4	16
Cc1ccc(CSc2cc(C)[nH]c(=O)n2)cc1	8	·	-11	-0.7	5	0	·	-1
COc1cccc(S(=O)(=O)Nc2ccc3c(c2)OC[C@@H](C)N(Cc2ccccc2F)C[C@H](C)[C@@H](OC)CN(C)C3=O)c1	7	·	-14	6.4	0	-1	-15	-16
CCCN(CCC)Cc1cc(=O)oc2cc(C)c(Cl)cc12	0	5	-24	0.6	-3	11	-6	·
C#CCOCCOCCOCCNc1nc(N2CCN(C(=O)Cn3cc(CCCCN)nn3)CC2)nc(N2CCN(C(=O)Cn3cc(CCCN=C(N)N)nn3)CC2)n1	7	-3	1	0.3	2	-1	12	8
C[C@H]1CN([C@@H](C)CO)C(=O)c2cc(C3=CCCC3)cnc2O[C@@H]1CN(C)Cc1cccnc1	4	·	-2	-2.7	4	-3	-8	10
Cc1cnc(NC(=O)CN2CCN(c3ccccn3)CC2)s1	·	177*	3	·	-3	0	-22	0
COc1cccc(C#Cc2ccc([C@H]3[C@@H](C#N)N(C(=O)C4CC4)[C@@H]3CO)cc2)c1	-7	·	-11	-0.5	-1	-7	-9	3
COc1cccc(C(=O)N(C)CC2CCN(CCc3cccc(C(F)(F)F)c3)CC2)c1	4	1	-6	2.8	4	5	-13	-25
CCc1ccc(OCCOCCN2CCN(C)CC2)cc1	-8	2	1	-1.5	8	2	-2	20
Cc1cc(=O)oc2cc(NC(=S)NNC(=O)c3c(Cl)cnn3C)ccc12	-6	-4	·	1.3	0	-1	-13	16
COc1cccc(S(=O)(=O)N[C@@H]2C=C[C@H](CC(=O)NCc3ccncc3)O[C@H]2CO)c1	3	·	-9	0.4	0	2	11	6
CC(C)OCCCNC(=O)C(Cc1ccccc1)NS(=O)(=O)c1ccc2c(c1)CCC(=O)N2 (stereo unspecified)	18	·	10	-1.2	-5	0	8	0
CCCCc1nc(SCC(=O)Nc2cccc(Cl)c2)n[nH]1	-2	-7	8	1.4	-13	-3	·	-21
Cc1csc(=O)n1CC(=O)OCC(=O)NNC(=O)c1ccc([N+](=O)[O-])cc1	-16	·	3	1.5	·	·	·	29
CCCOc1ccc(-c2nn(-c3ccccc3)cc2/C=C2\SC(=S)N(C3CCS(=O)(=O)C3)C2=O)cc1 (stereo unspecified)	10	-1	·	·	-4	0	-13	·
C[C@@H]1CCCCO[C@@H](CN(C)C(=O)Nc2cccc3ccccc23)[C@H](C)CN([C@@H](C)CO)C(=O)c2cc(NC(=O)NC3CCCCC3)ccc2O1	·	-3[16.7 µM]	-4	0.5	-4	49	4	9
CCC(=O)Nc1ccc2c(c1)C(=O)N(C)[C@H]1CC[C@@H](CC(=O)NCc3ccccc3)O[C@@H]1CO2	-5	-1[16.7 µM]	-47	1.5	-1	4	-6	-10
O=C(c1cccc([N+](=O)[O-])c1)N1CCN(S(=O)(=O)/C=C/c2ccccc2)CC1	0	1	2	0.7	3	-3	0	-15
CCn1c(C)c(C2=CCN(S(=O)(=O)c3ccc(C)cc3)CC2)c2ccccc21	-10	3	-8	·	-2	2	-1	23
CO[C@@H]1CN(C)C(=O)c2cc(NC(=O)C3CCOCC3)ccc2OC[C@H](C)N(C)C[C@@H]1C	4	1[16.7 µM]	6	·	3	-8	·	6

A different layout for part of the listing above:
| smiles | C2C12 statin | miR-122 sensor | FN deposition inh | CFTR F508del cor | PglD inh | Cneo AK release | PGC1a acetyl inh | GSIS activator |
| --- | --- | --- | --- | --- | --- | --- | --- | --- |
| COc1cccc(C#Cc2ccc([C@H]3[C@@H](C#N)N(C(=O)C4CC4)[C@@H]3CO)cc2)c1 | -7 | · | -11 | -0.5 | -1 | -7 | -9 | 3 |
| COc1cccc(C(=O)N(C)CC2CCN(CCc3cccc(C(F)(F)F)c3)CC2)c1 | 4 | 1 | -6 | 2.8 | 4 | 5 | -13 | -25 |
| CCc1ccc(OCCOCCN2CCN(C)CC2)cc1 | -8 | 2 | 1 | -1.5 | 8 | 2 | -2 | 20 |
